Source: PubChem BioAssay
FLuc inhib CS: Photinus pyralis luciferase inhibition counter-screen | AID 1006 | ATPLite firefly luciferase biochemical luminescence, 10 min | 200,000 compounds, 1.5% hits | P08659 | inhibition, % at 10 µM;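 active = inhibition above about 50% when tested at 10 µM, limit read from the data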
Target sequence (P08659 whole entry, looked up): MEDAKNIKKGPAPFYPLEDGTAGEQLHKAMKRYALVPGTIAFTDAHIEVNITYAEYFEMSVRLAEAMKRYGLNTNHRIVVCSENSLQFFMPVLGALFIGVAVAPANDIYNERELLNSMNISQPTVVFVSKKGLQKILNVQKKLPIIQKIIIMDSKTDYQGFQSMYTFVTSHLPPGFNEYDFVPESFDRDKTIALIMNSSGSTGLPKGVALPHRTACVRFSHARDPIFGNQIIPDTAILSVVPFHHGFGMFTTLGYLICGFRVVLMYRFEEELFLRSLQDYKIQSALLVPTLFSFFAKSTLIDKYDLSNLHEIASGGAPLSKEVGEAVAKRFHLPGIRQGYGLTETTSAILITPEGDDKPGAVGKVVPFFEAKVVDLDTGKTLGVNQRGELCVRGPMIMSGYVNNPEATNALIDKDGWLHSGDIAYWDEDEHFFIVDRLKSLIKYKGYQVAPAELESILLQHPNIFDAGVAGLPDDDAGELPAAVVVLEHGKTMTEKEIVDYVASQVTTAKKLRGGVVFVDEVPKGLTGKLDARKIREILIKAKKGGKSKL
STAT1 inh: STAT1 signaling inhibition | NIH 3T3 STAT1-luciferase reporter, IFN-gamma, luminescence | inhibition, % at 5.5 µM | AID 920 | 200,000 compounds, 0.35% hits;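 active = inhibition above a set limit, the mean inhibition across all tested compounds plus 3 SD, cut at about 34% in these data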;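 also: 0% = IFN-gamma with DMSO and 100% = IFN-gamma with 300 µM nifuroxazide; values of inactives mirror those of a sister screen read the other way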
STAT3 activator: STAT3 signaling activation. U3A cells, IL-6 STAT3-luciferase reporter, luminescence; 100% = signal with IL-6 EC80 alone. activation (% of control), % at 5.6 µM. 190,000 compounds, 0.91% hits. AID 871;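 active = activation above the screen-wide mean of compound activation plus 3 SD, cut at about 130% in these data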;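 also: 0% = background luminescence of wells with medium and substrate only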
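Material: human U3A cells carrying STAT3-luciferase construct. Measured by: reporter luminescence signal. Timing: compound 1 h, then IL-6 6 h at 37 °C.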
FLuc stim CS: firefly luciferase counter-screen for stimulation assays; P08659; activation factor at 10 µM; AID 1027; ATPlite luciferase biochemical, luminescence, 10 min; 0 = ATP-free wells, 1 = DMSO control; 200,000 tested, under 10 active;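 active = luciferase activation factor, scaled between plate controls, of at least 2 with compound at 10 µM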
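Assay system – cell-free luciferase reagent · Medium – PBS-based ATP solution · Dosing – test compounds dosed from 2 mM stocks in 100% DMSO · Timing – 10 min, room temperature · Technique – light output (luminescence) · Measure – luminescence gain marking luciferase activators · Controls – No-ATP low control, compound-free enzyme-plus-ATP high control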
ROMK mod: modulators of human ROMK potassium channel | Tet-inducible ROMK, thallium flux fluorescence; actives lie on both sides | B-score at 10 µM | 130,000 compounds, 2% hits | AID 1918;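 active = signal ratio slope over the read window, or its plate-corrected B-score, at least 3 SD from the plate mean, either direction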;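 also: B-score of the F/F0 ratio slope over 7 to 12 s after thallium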
Target sequence (P48048 whole entry, looked up): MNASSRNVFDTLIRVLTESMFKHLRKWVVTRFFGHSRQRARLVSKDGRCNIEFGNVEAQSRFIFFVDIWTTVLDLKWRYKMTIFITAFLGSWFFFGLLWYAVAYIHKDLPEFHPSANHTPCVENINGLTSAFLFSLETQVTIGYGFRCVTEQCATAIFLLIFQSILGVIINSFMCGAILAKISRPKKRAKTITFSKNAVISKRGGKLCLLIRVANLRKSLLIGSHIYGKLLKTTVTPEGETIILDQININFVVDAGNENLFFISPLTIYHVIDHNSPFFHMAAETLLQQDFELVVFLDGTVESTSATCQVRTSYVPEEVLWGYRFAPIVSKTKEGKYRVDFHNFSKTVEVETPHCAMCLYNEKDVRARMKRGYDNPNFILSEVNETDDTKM
APP transl inh: APP translation inhibition; SH-SY5Y APP 5'UTR-luciferase reporter, luminescence; 190,000 compounds, 0.82% hits; inhibition, % at 2 µM;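 active = inhibition above a set limit, derived from the sample mean plus 3 SD, cut at about 45% in these data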; also: values of inactives mirror those of a sister screen read the other way
NF-kB expr up: compounds increasing NF-kB expression in human neuronal cells | NF-kB reporter expression; active compounds read high | fold change at 12.5 µM | 190,000 compounds, 1.6% hits; in the data active = fold change above about 3.3
APP 5'UTR act: APP 5'UTR luciferase reporter activation; SH-SY5Y APP 5'UTR luciferase reporter, luminescence; zero percent = DMSO vehicle wells; activation, % at 2 µM; 190,000 compounds, 1% hits; AID 1276;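 active = activation above a set limit, based on mean plus 3 SD of controls, cut at about 140% in these data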; also: values of inactives mirror those of a sister screen read the other way
STAT3 inh: STAT3 signaling inhibition; U3A cells, IL-6 STAT3-luciferase reporter, luminescence; host cell line lacks STAT1; inhibition, % at 5.5 µM; 190,000 compounds, 0.89% hits;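 active = inhibition above the mean inhibition across all screened compounds plus 3 SD, cut at about 44% in these data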;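 also: 0% = DMSO only wells and 100% = 100 µM nifuroxazide control wells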
STAT1 act: activators of IFN-gamma induced STAT1 signaling; NIH 3T3 STAT1-luciferase reporter, luminescence; 100% = IFN-gamma alone, no compound; activation (% of control), % at 5.5 µM; 200,000 compounds, 2.6% hits;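 active = activation above the screen-wide mean activation plus 3 SD, cut at about 130% in these data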;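 also: raw ratio to IFN-gamma control signal so 100% means no change and 0% no light; values of inactives mirror those of a sister screen read the other way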
* = called active by the depositor; nt = not tested or not shown. Some of the compounds tested; the hit share may differ from the screen's.

The line under a structure holds: FLuc inhib CS, STAT1 inh, STAT3 activator, FLuc stim CS, ROMK mod, APP transl inh, NF-kB expr up, APP 5'UTR act, STAT3 inh, STAT1 act
1. CC(=O)NC(Cc1ccc(N(CCCl)CCCl)cc1)C(=O)NCC(=O)NCC(=O)O (stereo not given)
  0, -5, 105, 1, 0.11, 7, 1.1, -7, 0, 103
2. O=C1NC(=O)N(c2ccc(F)cc2)C(=O)/C1=C/c1ccc(N2CCOCC2)cc1
  -6, -7, 101, 1.1, -0.18, -3, 1.2, 3, 1, 106
3. Cc1nn(Cc2ccc(Cl)cc2Cl)c(Cl)c1C(=O)NC1CCCc2ccccc21 (stereo not given)
  -2, -1, 106, 1, -0.46, 22, 1.1, -22, -3, 101
4. Cc1ccccc1CCNCc1ccc(Br)cc1
  -4, -1, 101, 1, -0.75, 2, 1.2, -2, -4, 101
5. CCn1nc(-c2ccccc2)nc2c(=O)n(C)c(=O)nc1-2
  -5, -5, 52, 1.1, nt, 4, 0.98, -4, 62*, 106
6. COc1nc2ccccc2c(=O)n1-c1ccc(Cl)cc1
  -2, 2, 91, 1, -0.67, 8, 1, -8, 11, 99
7. Cc1cc(/C=C2\C(=O)NC(=O)N(C)C2=O)c(C)n1-c1ccc2c(c1)OCO2
  61*, -13, 105, 0.4, 0.56, -4, 1.2, 4, -5, 112
8. COc1ccc(OCC(=O)N2CCN(C(C)C)CC2)cc1
  -10, 1, 98, 1.1, 1.4, -20, 1.1, 20, 6, 92
9. COc1ccc(OCC(=O)N2CCN(C/C=C/c3ccccc3)CC2)cc1
  -7, 3, 93, 1.1, -0.14, -13, 1.1, 13, 16, 96
10. CSc1ncc(CN2CCCC(C(=O)c3cccc(Cl)c3)C2)cn1 (stereo not given)
  -5, 2, 102, 1.1, nt, -18, 1.1, 18, 1, 96
11. O=C(c1ccco1)c1cn(Cc2ccc(Cl)cc2)c2ccccc12
  -6, -3, 99, 1.1, -1, -4, 1.2, 4, 7, 103
12. CCOP(=O)(OCC)C1(O)C(=O)Nc2ccc(Br)cc21 (stereo not given)
  -5, 13, 100, 1.1, -0.012, -6, 1.1, 6, -3, 90
13. O=C(N=Nc1c(O)[nH]c(=O)[nH]c1=O)C1COc2ccccc2O1 (stereo not given)
  -1, 5, 96, 1, 0.01, 21, 1.1, -21, 11, 95
14. CCCC(=O)c1c(O)[nH]c(=O)[nH]c1=O
  -8, 14, 99, 1.1, nt, -7, 1.2, 7, 11, 87
15. COc1ccccc1OCCCn1cc(C=O)c2ccccc21
  -2, -19, 76, 1, -0.66, -70, 1.6, 70, 31, 115
16. Cc1ccccc1-n1c(C)nc2ccccc2c1=O
  -2, 5, 96, 1, -0.074, -13, 1.1, 13, 7, 94
17. Cc1cc(OC(=O)CCNC(=O)OC(C)(C)C)c2c3c(c(=O)oc2c1)CCC3
  5, -1, 88, 1, -2.4, -13, 0.93, 13, 16, 100
18. O=C1NC(=O)N(CCc2ccc(F)cc2)C(=O)/C1=C\C=C\c1ccccc1
  -7, -12, 100, 1.1, -1.2, 31, 1.4, -31, 3, 110
19. CSC1=NP(=S)(SC)N(C)c2nc3n(c21)CCC3 (stereo not given)
  -2, 2, 99, 1, 1.1, 2, 0.96, -2, 6, 98
20. CCCCn1c(O)c(C=NCCCn2ccnc2)c(=O)[nH]c1=O
  0, 8, 115, 1, -0.35, 21, 1.1, -21, -14, 92

The list goes on.
The line under a structure holds: FLuc inhib CS, STAT1 inh, STAT3 activator, FLuc stim CS, ROMK mod, APP transl inh, NF-kB expr up, APP 5'UTR act, STAT3 inh, STAT1 act
21. Cc1ncc([N+](=O)[O-])n1CCOc1nonc1N
  -4, 3, 105, 1, 0.025, -48, 0.99, 48, -1, 99
22. O=c1c2ccccc2nc(CNCC2CCCO2)n1-c1ccc(F)cc1 (stereo not given)
  -7, 1, 93, 1.1, 1.1, -20, 1, 20, 13, 97
23. Cc1cccn2c(=O)c3cc(C(=O)N4CCC5(CC4)OCCO5)n(C)c3nc12
  -1, -8, 106, 1, 5.3*, -3, 1.8, 3, -3, 108
24. O=C1NC(=O)C(CCc2ccncc2)(CCc2ccncc2)C(=O)N1CCc1ccccc1
  -7, -12, 102, 1.1, 0.23, -8, 1.1, 8, 2, 109
25. O=c1[nH]c(=O)n(-c2cccc(Cl)c2)c(O)c1C=NCCCN1CCOCC1
  -1, 1, 101, 1, nt, 0, 0.8, 0, 1, 99
26. CC(=O)O[C@]1(c2ccccc2)CCN(C)[C@H]2CCCC[C@@H]21
  -1, 7, 110, 1, -0.75, 6, 1.1, -6, -8, 93
27. C/C(=N\N1CCCCC1)c1c(O)[nH]c(=O)[nH]c1=O
  4, -1, 120, 1, nt, -26, 1, 26, -26, 101
28. C[N+](C)(C)CC(=O)Nc1ccc(Cl)cc1C(=O)c1ccccc1
  -4, -4, 96, 1, 0.06, -4, 0.93, 4, 11, 103
29. Brc1ccc2c(c1)C(OC1CN3CCC1CC3)c1ccccc1CS2 (stereo not given)
  -1, -15, 105, 1, nt, -6, 0.6, 6, -3, 113
30. CCCCn1c(O)c(/C=C/C=Nc2ccccc2)c(=O)[nH]c1=O
  -8, 4, 84, 1.1, nt, 6, 0.91, -6, 18, 97
31. CC1CCCN(C(=O)CN2C3CCC2CC(O)(c2ccc(F)cc2)C3)C1 (stereo not given)
  -2, 2, 101, 1, -0.09, -2, 1.3, 2, 0, 97
32. CC1CC(C)CN(CC(=O)c2ccc(OC(F)F)cc2)C1 (stereo not given)
  -2, 6, 105, 1, nt, 9, 1, -9, 0, 95
33. CCc1c(C(=O)NN2C(=O)C3C4CCC(O4)C3C2=O)csc1C (stereo not given)
  1, -10, 103, 1, 0.64, -26, 1.1, 26, 1, 109
34. CNC(C(=O)c1ccccc1)C(OC)c1ccccc1 (stereo not given)
  -2, 2, 99, 1, nt, -8, 1, 8, 11, 98
35. CCn1c(C)c(C(=O)O)c2cc(OC)ccc21
  -9, -1, 96, 1.1, nt, 13, 1.2, -13, 8, 101
36. COc1cccc(Oc2c(C)oc3cc(OC(=O)N(C)C)ccc3c2=O)c1
  6, 14, 97, 0.9, nt, 1, 1.1, -1, 2, 87
37. Cc1cc(C)cc(N2C(=O)NC(=O)/C(=C\c3cccn3-c3ccc(Cl)cc3)C2=O)c1
  -4, 38*, 111, 1, -0.48, -1, 1.1, 1, -4, 66
38. O=C1NC(=O)C(=Cc2ccsc2)C(=O)N1
  -4, -4, 103, 1, -0.9, -18, 1.1, 17, 2, 103
39. COc1cc(CN2CCN(c3cc(C)ccc3C)CC2)ccc1O
  -10, -2, 93, 1.1, nt, -26, 1.5, 26, 12, 102
40. COc1c(C)cc(C(=O)C2CCCN(Cc3cnc(C)s3)C2)cc1C (stereo not given)
  -6, 7, 103, 1.1, -0.24, -15, 0.86, 15, 1, 92

Next entries.
The line under a structure holds: FLuc inhib CS, STAT1 inh, STAT3 activator, FLuc stim CS, ROMK mod, APP transl inh, NF-kB expr up, APP 5'UTR act, STAT3 inh, STAT1 act
41. COCCCNC(=O)c1c(NC(=O)c2ccccc2Cl)n(Cc2ccccc2)c2nc3ccccc3nc12
  -6, -1, 98, 1.1, nt, 4, 1.1, -4, 6, 101
42. Cc1cccc(OP(=O)(Oc2ccccc2)OC(c2ccccc2)C(F)(F)F)c1 (stereo not given)
  -6, 2, 102, 1.1, -0.48, -17, 0.83, 17, 2, 99
43. CCOc1ccccc1-n1c(O)c(C=Nc2c(C)n(C)n(-c3ccccc3)c2=O)c(=O)[nH]c1=O
  -8, -1, 98, 1.1, 1.3, 9, 0.82, -9, 9, 101
44. c1cncc(CNC2=NCCCCC2)c1
  -3, 3, 97, 1, nt, 4, 1.2, -3, 6, 98
45. Clc1cnc(Oc2ccc(Oc3ncc(Cl)cc3Cl)cc2)c(Cl)c1
  1, -3, 96, 1, 0.033, -8, 1.1, 8, 5, 103
46. CN(C)CCCNCC(=O)Nc1ccc(Cl)cc1C(=O)c1ccccc1
  4, 1, 102, 1, -0.021, -25, 1.1, 25, 6, 99
47. COc1ccc(CCn2c(O)c(C=NCc3cccnc3)c(=O)[nH]c2=O)cc1OC
  -10, 1, 104, 1.1, 0.39, 10, 1.1, -10, -1, 99
48. Nc1c(C(=O)NCCN2CCOCC2)c2nc3ccccc3nc2n1Cc1ccco1
  -3, -5, 104, 1, nt, 17, 0.45, -17, 0, 104
49. CCOC(=O)c1c(N)n(CCN2CCOCC2)c2nc3ccccc3nc12
  -3, 0, 101, 1, -1.1, 6, 0.89, -6, 2, 100
50. CCOC(=O)c1ccc(N2C(=O)CC(N3CC=C(c4ccc(F)cc4)CC3)C2=O)cc1 (stereo not given)
  -2, 0, 100, 1, 0.39, 3, 1.1, -3, 3, 100
51. CCOc1cc(C=C2C(=O)NC(=O)NC2=O)ccc1OCC(=O)N1CCOCC1
  -4, -3, 91, 1, 0.75, 3, 1.1, -3, 12, 102
52. Cc1ccc(NC(=S)NCCc2cnc[nH]2)cc1C
  7, -13, 108, 0.9, -0.58, 2, 1.1, -3, -2, 110
53. Nc1c(C(=O)OCc2ccccc2)c2nc3ccccc3nc2n1Cc1cccs1
  -8, 3, 101, 1.1, -0.0074, -9, 0.47, 9, 3, 97
54. CCOP(=O)(OCC)C(c1ccccc1)N(C)C=O (stereo not given)
  -3, 2, 94, 1, nt, 7, 1.1, -7, 8, 99
55. COCCCn1c(N)c(C(=O)Nc2sc3c(c2C(=O)OC)CCCC3)c2nc3ccccc3nc21
  -9, 3, 97, 1.1, nt, 4, 0.43, -4, 6, 97
56. O=C1N(c2ccc(Cl)cc2)C(c2cccnc2)N2CCCN12 (stereo not given)
  -3, -6, 96, 1, 0.37, 3, 1.3, -3, 7, 104
57. CCCCn1c(O)c(C(C)=NCCN2CCOCC2)c(=O)[nH]c1=O
  -6, 3, 101, 1.1, -0.21, 4, 0.97, -4, 5, 98

Compound profiles, as listed above:
COCCCNC(=O)c1c(NC(=O)c2ccccc2Cl)n(Cc2ccccc2)c2nc3ccccc3nc12 across the screens: FLuc inhib CS: -6; STAT1 inh: -1; STAT3 activator: 98; FLuc stim CS: 1.1; ROMK mod: nt; APP transl inh: 4; NF-kB expr up: 1.1; APP 5'UTR act: -4; STAT3 inh: 6; STAT1 act: 101
CCOC(=O)c1c(N)n(CCN2CCOCC2)c2nc3ccccc3nc12 across the screens: FLuc inhib CS: -3; STAT1 inh: 0; STAT3 activator: 101; FLuc stim CS: 1; ROMK mod: -1.1; APP transl inh: 6; NF-kB expr up: 0.89; APP 5'UTR act: -6; STAT3 inh: 2; STAT1 act: 100
